HCMV inh – qHTS Assay for inhibitors of the human cytomegalovirus (HCMV). HFF cells, HCMV-luciferase reporter, 72 h; hits give low values. activity change, negative = inhibition, % at 57.5 µM. 4.5% of 410,000 active. AID 1259415, 2018; in the data active means activity change below about -60%; inconclusive means no clear call, values can overlap the other calls; inactive means above about -39%
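Luciferase read-out from HCMV-luciferase-infected HFFs (MOI 1 PFU/cell) 72 h post infection at 37C; compounds added after 16 h cell attachment; activity normalized between buffer-only basal and Salinomycin (10uM) inhibitor controls.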
Sm TGR inh – qHTS Assay for the Inhibitors of Schistosoma Mansoni Peroxiredoxins | Schistosoma mansoni thioredoxin glutathione reductase (TGR), Q962Y6 | purified TGR, DTNB reduction, TNB absorbance 405 nm | Potency, µM (series often up to 114 µM), for inactives: at the highest dose activity change, negative = inhibition, hits mostly inhibitors | 3% of 360,000 active | AID 485364, 2010; further: potency means the concentration at half of the fitted maximal effect; nearly all actives have a fitted effect of over 60% in size
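TGR 20 nM + NADPH 100 uM (dispensed conc.), cpd preinc 15 min RT; start with NADPH (500 uM addition) then DTNB (15 mM addition). Kinetic TNB absorbance, 405 nm filter. Four-parameter Hill fit across titration.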
AmpC inh detg – qHTS Inhibitors of AmpC Beta-Lactamase (assay with detergent); P00811; AmpC hydrolysis of nitrocefin, absorbance 480 nm, 0.01% Triton; Potency, µM (series often up to 114 µM), for the others: top-dose activity change, negative = inhibition, actives largely listed as inhibitors; 0.041% of 370,000 active;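 further: potency means the concentration at half of the fitted maximal effect; 0% = no-compound wells and -100% = no-enzyme wells; nearly all actives have a fitted effect of over 25% in size; some results filed as inactive show a strong effect at the top dose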
Target sequence (P00811 whole entry, looked up): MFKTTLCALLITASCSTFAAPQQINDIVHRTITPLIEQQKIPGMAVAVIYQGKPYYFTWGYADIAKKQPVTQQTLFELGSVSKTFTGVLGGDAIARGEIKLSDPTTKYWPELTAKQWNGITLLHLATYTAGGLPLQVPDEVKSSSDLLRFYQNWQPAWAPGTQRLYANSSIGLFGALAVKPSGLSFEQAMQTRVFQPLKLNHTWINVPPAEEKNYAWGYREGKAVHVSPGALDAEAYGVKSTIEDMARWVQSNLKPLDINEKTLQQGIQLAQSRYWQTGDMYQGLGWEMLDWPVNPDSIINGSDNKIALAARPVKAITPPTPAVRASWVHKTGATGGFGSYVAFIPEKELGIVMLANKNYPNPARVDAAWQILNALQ
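AmpC (5.3 nM in the dispensed reagent) in 20 mM phosphate pH 7.0 with 0.01% (detergent screen) or 0.0001% Triton X-100 was preincubated with compounds for 15 min at room temperature. Nitrocefin was then added from an 800 uM solution, and hydrolysis was followed at 480 nm.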
Giardia FBPA inh – qHTS Assay for Inhibitors of Fructose-1,6-bisphosphate Aldolase from Giardia Lamblia. A8B2U2. purified Giardia FBPA. Potency, µM (doses to about 59.6 µM), inactives show at the top dose activity, negative = inhibition, hits mostly inhibitors. 0.71% of 290,000 active. AID 2451, 2010; further: potency means the concentration at half of the fitted maximal effect; nearly all actives have a fitted effect of over 55% in size
Target sequence (A8B2U2 whole entry, looked up): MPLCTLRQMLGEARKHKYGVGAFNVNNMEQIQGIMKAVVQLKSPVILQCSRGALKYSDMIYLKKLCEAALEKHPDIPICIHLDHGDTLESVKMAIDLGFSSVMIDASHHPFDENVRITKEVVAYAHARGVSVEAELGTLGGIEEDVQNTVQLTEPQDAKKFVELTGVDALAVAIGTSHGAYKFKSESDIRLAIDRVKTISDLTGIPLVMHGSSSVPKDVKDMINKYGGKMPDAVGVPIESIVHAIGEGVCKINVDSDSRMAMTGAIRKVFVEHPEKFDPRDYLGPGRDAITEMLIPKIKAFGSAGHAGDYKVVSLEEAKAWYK
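Giardia FBPA (40 nM reagent) was preincubated 10 min at RT with compound (up to 57.5 uM final), then substrate plus GAPDH/TPI/NAD/arsenate coupling system with diaphorase/resazurin was added; resorufin fluorescence (525/598 nm) was read after 20 min.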
HCV inhibitor – qHTS Assay for Inhibitors of Hepatitis C Virus (HCV); Huh7.5.1 HCVcc-Cre infection, luciferase reporter, 44 h; Potency, µM (doses to about 41.8 µM), for the others: top-dose activity change, negative = inhibition, most hits filed as inhibitors; 3.4% of 340,000 active; AID 651820, 2012; further: potency means the concentration at half of the fitted maximal effect
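Luciferase read-out (15 sec integration) after a 15 min room-temperature substrate step quantifies HCVcc-Cre infection. Cells, 1,000 per well, had compound added 4 h post-plating, then virus at ~0.5 moi, and were cultured 44 h.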
AMA1 RON2 block – qHTS for Inhibitors of AMA1-RON; Towards Development of Antimalarial Drug Lead: Primary Screen | Plasmodium falciparum AMA1 (3D7) - RON2 peptide interaction | AlphaScreen AMA1-biotinylated RON2 peptide binding | Potency, µM (highest dose often 58.2 µM), without a hit: top-dose activity change, negative = inhibition, most hits filed as inhibitors | 0.2% of 360,000 active | AID 720542, 2013;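 further: potency means the concentration at half of the fitted maximal effect; 0% = vehicle wells and -100% = peptide control; nearly all actives have a fitted effect of over 45% in size; some results filed as inactive show a strong effect at the top dose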
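AMA1 (3D7) with his tag at 25 nM final met compounds first, then biotinylated RON2 peptide at 25 nM; detection used donor plus acceptor beads, 10 µg/mL apiece, read by AlphaScreen after 30 min at room temperature.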
* hit, by the source's call; ? = inconclusive; . = no result given; [ ] = dose if it differs, or a comment. Unless noted, the call rests on the fitted dose curve; in most records, active means well fitted curve in the direction sought with a large enough effect; inconclusive means small, poorly fitted or top-dose-only effect, or another doubt; inactive means no such curve, though single readings can be large; an effect the other way counts as inactive or inconclusive. Unless noted, on the % scale 0 is the no-effect control and ±100 the full control effect.

Structure | HCMV inh | Sm TGR inh | AmpC inh detg | Giardia FBPA inh | HCV inhibitor | AMA1 RON2 block
Cc1ccnc(SCCn2c(N3CCC(C)CC3)nc3c2c(=O)[nH]c(=O)n3C)n1 | -6 | 6% | ? | 1% | 24% | -1%
CCN(CC)C(=O)c1sc(NC(=O)C(C)C)c(C#N)c1C | ? | 9% | -2% | 0% | 23% | -9%
COc1ccc(-c2c(C)nn3c(Cl)c(C)c(C)nc23)cc1 | ? | -4% | -9% | 6% | 13% | -23%
CCCC(=O)N1CCN(c2nc3ccc(Cl)cc3s2)CC1 | -20 | -13% | -8% | . | 11µM* | -3%
Cc1cccc(C(C)C)c1NC(=O)C(NS(=O)(=O)c1cccc2nsnc12)c1ccccc1 (stereo not given) | -12 | 3% | 3% | . | . | .
COCC1CCN(C(=O)CCc2nnc(CCCCc3ccccc3)o2)CC1 | -17 | -1% | 8% | 3% | 4% | 12%
Cc1nnc(NC(=O)c2nc(S(=O)(=O)Cc3ccccc3C)ncc2Cl)s1 | -102* | 25µM* | ? | ? | ? | 80%[activator]
CC(CC(=O)Nc1cc(C(F)(F)F)ccc1Cl)c1ccccc1 (stereo not given) | -35 | 6% | 2% | 0% | -8% | 18%
CCCCNC(=O)CS(=O)Cc1nc(-c2cccc(C)c2)oc1C (stereo not given) | 16 | ? | ? | 6% | -5% | 5%
CC(C)[C@H](NC(=O)N1c2ccccc2NC(=O)[C@@H]1C(C)C)C(=O)N1CCC(C(=O)O)CC1 | 40 | -5% | ? | 5% | 32µM* | 56%[activator]
CC(=O)c1cccc(NC(=O)C(C)OC(=O)c2cc(C)oc2C)c1 (stereo not given) | -13 | -33% | ? | . | ? | 0%
CC(C)C(=O)NCc1cc(-c2ccccc2)no1 | -3 | 7% | ? | 2% | 17% | 18%
COc1cc2c(cc1OC)CN(C(=O)CCNC(=O)c1ccc(Br)cc1)CC2 | -11 | 2% | 2% | . | ? | -10%
COc1ccccc1N1CCN(C(=O)C2Cc3ccccc3CN2C(=O)c2ccco2)CC1 (stereo not given) | 0 | 0% | -3% | . | 24% | 0%
Cc1noc(/C=C/c2ccccc2F)c1S(=O)(=O)N1CCC(C(=O)N2CCN(C)CC2)CC1 | -29 | 1% | 0% | -10% | 4µM* | -9%
COc1cccc(NP(=O)(Oc2ccccc2)Oc2ccccc2)c1 | -14 | -16% | -2% | -5% | ? | -5%
COc1cc2c(cc1NC(=O)C(C)OC(=O)c1ccc(S(=O)(=O)Nc3ccccc3Cl)cc1)oc1ccccc12 (stereo not given) | 77 | 11% | -7% | -3% | ? | 5%
Clc1ccccc1CSc1nnc(Cn2cnc3ccccc32)n1-c1ccccc1 | 12 | -7% | ? | 0% | 9% | 0%
COc1ccc(NC(=O)C2CCCN(c3cc(C)nc4ncnn34)C2)cc1 (stereo not given) | -34 | -4% | 3% | -1% | -48% | 11%
CCOc1ccc(CCNC(=O)c2nnc(CS(=O)(=O)c3ccccc3)o2)cc1OCC | 27 | -2% | ? | -1% | -14% | 6%
COc1ccc(/C=N/Nc2nc(N)cc(Cl)n2)cc1OC | 19 | . | -1% | -2% | 16% | 68%[activator]
CC(C)CC(=O)NC1CC(=O)N(c2ccc3c(c2)OCCO3)C1 (stereo not given) | 4 | -4% | -2% | . | . | .
COc1ccc(S(=O)(=O)NCC(c2cccs2)S(=O)(=O)c2ccc(C)cc2)cc1F (stereo not given) | -8 | ? | 0% | . | . | .
Cc1ccccc1NC(=O)CN1C(=O)CSc2ccc(S(=O)(=O)N3CCCC3)cc21 | 10 | 6% | -19% | 2% | -8% | -4%
O=c1[nH]c2ccccc2nc1/C=C(\O)C1CC1 | -34 | 2% | -11% | 4% | 13% | -5%
COc1ccccc1C(=O)Oc1ccc2c(c1)O/C(=C\c1ccncc1)C2=O | -37 | -30% | -6% | 3% | 14% | -26%
O=C(CCCc1nc2ccccc2s1)NC1CCOC1=O (stereo not given) | -9 | -5% | -5% | 4% | 20% | 3%
Cn1c(C(=O)OC(C(=O)NC2CCCCC2)c2ccccn2)cc2sccc21 (stereo not given) | 3 | 4% | 3% | -6% | ? | -1%
O=C(NC1CC1)c1cc(=O)c2ccccc2o1 | -5 | 2% | -1% | -2% | 9% | 7%
O=C(C[C@H]1C(=O)N(CCc2ccccc2)C[C@@H]1Cc1ccccc1)Nc1ccccc1 | 6 | -12% | ? | 10% | -19% | 0%
COc1ccc2ccccc2c1CN1CCN(C(=O)c2ccccc2)CC1 | 32 | 28µM* | 0% | -15% | ? | -25%
O=C(NC(=S)N1CCc2ccccc21)c1ccc(Br)o1 | 84 | -10% | -14% | 7% | 7% | 55%[activator]
C=CCn1c(N)cc(=O)nc1SCC(=O)Nc1ccc(C(=O)OCC)cc1 | -12 | -2% | -13% | -6% | 5% | 0%
COc1ccc(S(=O)(=O)N/N=C(/C)c2cccc(NC(=O)c3ccccc3Cl)c2)cc1 | 4 | 3% | 2% | 1% | ? | 11%
CCCCCCCCCCSc1n[nH]c(NC(C)=O)n1 | ? | 1% | -7% | -6% | 14% | 13%
COc1cc([N+](=O)[O-])cc(/C=N/NC(=O)C(O)(c2ccccc2)c2ccccc2)c1O | 8 | -18% | ? | ? | 4% | 10%
O=[N+]([O-])c1ccccc1N=Nc1c(O)[nH]c2ccc(F)cc12 | 28 | . | . | . | -5% | 15%
CCn1c(=O)cc(SCC(=O)N(C)Cc2ccccc2)c2ccccc21 | 58 | 0% | ? | -2% | -7% | 3%
Cc1nc2nc(-c3ccc(Cl)cc3Cl)nn2c(C)c1CCC(=O)Nc1ccc(F)cc1 | -18 | -4% | -1% | . | . | .
CCCNC(=O)CN(c1ccccc1)S(=O)(=O)c1ccc(OC)c(OC)c1 | ? | -22% | -3% | 12% | -4% | -19%
Clc1ccc2nc(NCc3ccccc3)c3nncn3c2c1 | 64 | 8% | 21% | . | . | .
COc1ccc(Cl)cc1NCC(=O)Nc1ccc(OC)c(S(=O)(=O)N2CCCCC2)c1 | 0 | -1% | 0% | . | ? | -18%
Cc1cc(NC(=O)CS(=O)(=O)c2cn(Cc3cccc(F)c3)c3ccccc23)no1 | -34 | -29% | -9% | -28% | ? | -3%
CCC(c1ccccc1)c1nc(-c2ccccn2)no1 (stereo not given) | 23 | 9% | ? | -3% | 7% | 3%
NS(=O)(=O)c1ccc(CNS(=O)(=O)c2cc(C(=O)O)ccc2Cl)cc1 | 10 | -6% | -12% | 12% | 8% | -9%
CN(CC(=O)Nc1cccc(F)c1)CC(=O)Nc1cccc(S(=O)(=O)N2CCCCCC2)c1 | 0 | 11% | 4% | -6% | ? | 30%
N#Cc1ccc(/C=C(\C(=O)C(=O)O)c2ccc3ccccc3n2)cc1 | 27 | 0% | 5% | -11% | 15% | 9%
CN(C)C(=O)C1(c2ccccc2)CCN(S(=O)(=O)c2ccccc2)CC1 | -14 | -11% | -3% | -4% | 2% | -4%
OC1CCC(NC(=S)Nc2ccc(SC(F)F)cc2)CC1 (stereo not given) | 57 | -17% | -1% | 0% | 12% | 8%
Cc1csc(C(=O)O)c1NC(=O)c1cccc([N+](=O)[O-])c1 | -11 | -17% | 2% | -1% | -1% | -3%
Cc1cccc(NC(=O)CSc2nnc([C@@H]3CCCN3C(=O)OC(C)(C)C)o2)c1C | -11 | -16% | ? | 0% | 1% | -5%
O=C(OCCOCCN=C1NS(=O)(=O)c2ccccc21)c1ccncc1 | 15 | -14% | ? | 0% | 10% | -2%
COCc1nc2cccnc2n1C1CCN(S(=O)(=O)N(C)C)CC1 | 11 | 1% | -1% | . | . | .
Cc1ccnc2nc(C(=O)OCC(=O)Nc3ccc4c(c3)OC(F)(F)O4)nn12 | -31 | -11% | -7% | 1% | 3% | 2%
Cc1ccc(C)c(NC(=O)Cn2c(=O)n(Cc3nc(C)no3)c(=O)c3cc4c(cc32)OCO4)c1 | 7 | 3% | 17% | . | . | .
CCN(CC)C(=O)C1CCCN(C(=S)Nc2cccc3ccccc23)C1 (stereo not given) | 15 | -2% | -3% | -19% | 7% | 0%
NC(=O)c1ccsc1NC(=O)c1ccc2c(c1)CCCC2 | 71 | -8% | -12% | -9% | ? | -1%
CCOC(=O)c1[nH]c2c(c1C)C(=O)CC(c1ccc(N(C)C)cc1)C2 (stereo not given) | -7 | -18% | ? | -16% | ? | -5%

Entries from the list above containing a cyano group (two):
Structure | HCMV inh | Sm TGR inh | AmpC inh detg | Giardia FBPA inh | HCV inhibitor | AMA1 RON2 block
CCN(CC)C(=O)c1sc(NC(=O)C(C)C)c(C#N)c1C | ? | 9% | -2% | 0% | 23% | -9%
N#Cc1ccc(/C=C(\C(=O)C(=O)O)c2ccc3ccccc3n2)cc1 | 27 | 0% | 5% | -11% | 15% | 9%

Part of the list above in order of heavy-atom count, smallest number first.
Structure | HCMV inh | Sm TGR inh | AmpC inh detg | Giardia FBPA inh | HCV inhibitor | AMA1 RON2 block
Cc1csc(C(=O)O)c1NC(=O)c1cccc([N+](=O)[O-])c1 | -11 | -17% | 2% | -1% | -1% | -3%
COCc1nc2cccnc2n1C1CCN(S(=O)(=O)N(C)C)CC1 | 11 | 1% | -1% | . | . | .
CCOC(=O)c1[nH]c2c(c1C)C(=O)CC(c1ccc(N(C)C)cc1)C2 (stereo not given) | -7 | -18% | ? | -16% | ? | -5%
CCN(CC)C(=O)C1CCCN(C(=S)Nc2cccc3ccccc23)C1 (stereo not given) | 15 | -2% | -3% | -19% | 7% | 0%
Cc1ccnc2nc(C(=O)OCC(=O)Nc3ccc4c(c3)OC(F)(F)O4)nn12 | -31 | -11% | -7% | 1% | 3% | 2%
Cc1cccc(NC(=O)CSc2nnc([C@@H]3CCCN3C(=O)OC(C)(C)C)o2)c1C | -11 | -16% | ? | 0% | 1% | -5%
Cc1ccc(C)c(NC(=O)Cn2c(=O)n(Cc3nc(C)no3)c(=O)c3cc4c(cc32)OCO4)c1 | 7 | 3% | 17% | . | . | .
